NPY1 pot ag: potentiates or activates human NPY-Y1 receptor; P25929; AID 1304; NPY-Y1 expressing cells, potentiator/agonist activation; 220,000 tested, 0.37% active; activation, % at 3.6 µM; in the data active = activation above about 33%, passing the limit was not always enough;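 also: cells stimulated with NPY at EC10 then isoproterenol at EC100; 0% = low agonist plus stimulus and 100% = saturating agonist plus stimulus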
Target sequence (P25929 whole entry, looked up): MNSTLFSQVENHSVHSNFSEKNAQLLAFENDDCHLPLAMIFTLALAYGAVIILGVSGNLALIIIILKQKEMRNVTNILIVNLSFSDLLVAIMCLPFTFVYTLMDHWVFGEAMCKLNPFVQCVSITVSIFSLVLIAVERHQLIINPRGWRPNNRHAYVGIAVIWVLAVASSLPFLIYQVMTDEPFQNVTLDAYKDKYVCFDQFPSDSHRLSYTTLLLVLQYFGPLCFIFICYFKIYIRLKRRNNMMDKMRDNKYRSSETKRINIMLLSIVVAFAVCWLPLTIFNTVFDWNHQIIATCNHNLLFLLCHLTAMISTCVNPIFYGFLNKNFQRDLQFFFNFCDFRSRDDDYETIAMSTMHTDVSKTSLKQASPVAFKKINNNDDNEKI
RBBP9 inhibitor: inhibitors of human serine hydrolase RBBP9. AID 1515. O75884. 220,000 tested, 0.2% active. inhibition, % at 7.94 µM. recombinant RBBP9, FP-Rh probe fluorescence polarization;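 active = inhibition above the campaign mean of all tested compounds plus 3 SD, cut at about 14% in these data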;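 also: plate controls were DMSO wells with RBBP9 for no effect and wells lacking RBBP9 protein for full effect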
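Assay system: recombinant human RBBP9; Reagent: Serine-hydrolase probe FP-Rh, 375 nM pre-mixing; Doses: 7.94 µM single dose, 0.794% DMSO; Incubation: 30 min then 45 min, 25 °C; Detection: fluorescence polarization (mP), excitation 525 nm, emission 598 nm; Evaluation: percent inhibition from mP, scaled between DMSO and no-protein wells.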
Mdm2 ligase inh: inhibitors of human Mdm2 E3 ubiquitin ligase | cell-based MDM2 ubiquitination luciferase reporter, 2 h; 0 = plate control, 100 = twice control, blank-subtracted | signal enhancement, % at 5 µM | 210,000 tested, 0.11% active | Q00987;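 active = signal enhancement of 30% or more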;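 also: luminescence tracks abundance of the self-degrading MDM2-luciferase fusion protein; higher signal means inhibition of MDM2 E3 ligase activity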
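Test system: stable mammalian line carrying autodegrading MDM2–luciferase fusion reporter; quantity: 2000 cells in each well; times: 4 h cell settling then 2 h compound exposure, 37 °C; detection: luminescence with SteadyLite reagent, 15 min at room temperature; evaluation: percent signal gain over controls, blank-subtracted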
Runt-SMMHC FRET: inhibitors of human RUNX1 Runt domain binding to CBFb-SMMHC; Q01196+Q13951; Cerulean-Runt/Venus-CBFb-SMMHC FRET ratio 530/480, 1 h; inhibition, % at 20 µM; 220,000 tested, 0.74% active; AID 1434;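 active = mean inhibition across duplicate retests at 20 µM reaching about 50%, limit read from the data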;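 also: 0% = DMSO wells and 100% = wells with excess untagged CBFb-SMMHC; inhibitors lower the FRET ratio by blocking Runt binding to CBFb-SMMHC; some results filed as inactive read as strong as hits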
Target sequence (Q01196 whole entry, looked up, the tested form may be a part): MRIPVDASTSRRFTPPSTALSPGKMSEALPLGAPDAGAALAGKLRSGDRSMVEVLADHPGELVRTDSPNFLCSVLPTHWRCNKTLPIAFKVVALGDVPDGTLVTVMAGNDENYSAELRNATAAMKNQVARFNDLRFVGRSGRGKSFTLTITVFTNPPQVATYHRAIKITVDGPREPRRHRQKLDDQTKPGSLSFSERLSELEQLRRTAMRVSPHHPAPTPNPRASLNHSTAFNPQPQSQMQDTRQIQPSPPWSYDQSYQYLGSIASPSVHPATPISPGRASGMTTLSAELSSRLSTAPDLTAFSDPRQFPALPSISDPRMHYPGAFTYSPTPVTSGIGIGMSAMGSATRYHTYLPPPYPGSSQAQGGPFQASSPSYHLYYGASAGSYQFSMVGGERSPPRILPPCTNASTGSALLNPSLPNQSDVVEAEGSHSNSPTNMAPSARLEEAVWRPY
Target sequence (Q13951 whole entry, looked up, the tested form may be a part): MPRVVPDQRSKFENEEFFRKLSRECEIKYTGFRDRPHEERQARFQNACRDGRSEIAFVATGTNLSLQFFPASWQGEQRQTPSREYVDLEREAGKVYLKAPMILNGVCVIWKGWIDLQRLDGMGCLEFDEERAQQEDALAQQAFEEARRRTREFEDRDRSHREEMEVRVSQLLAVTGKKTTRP
Runt-CBFb FRET: blocks binding of human RUNX1 Runt domain to CBFb; Q01196+Q13951; Cerulean-Runt/Venus-CBFb FRET ratio 530/480, 1 h; inhibition, % at 20 µM; 220,000 tested, 0.46% active; AID 1496;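 active = inhibition over about 50% at 20 µM in the single-dose screen, limit read from the data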;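 also: 0% = DMSO wells and 100% = excess unlabeled CBFb competitor control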
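System: Cerulean-labeled Runt domain protein | Quantity: 100 nM of each labeled protein | Schedule: 1 h compound exposure, room temperature | Detection: Fluorescence energy transfer, 422 nm excitation, 530/480 nm emission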
NPY Y1 blocker: antagonists of human neuropeptide Y receptor Y1. P25929. HEK293-CNG Y1 cells, membrane potential fluorescence; NPY at EC95, then isoproterenol. inhibition, % at 3.6 µM. 200,000 tested, 1% active;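 active = inhibition above the campaign mean inhibition of all tested compounds plus 3 SD, cut at about 20% in these data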;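 also: 0% = DMSO wells given NPY plus isoproterenol and 100% = isoproterenol alone without NPY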
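Test system – HEK293 Y1/CNG channel cell line · Also added – NPY agonist 25 nM, then isoproterenol 1 µM plus Ro 20-1724 25 µM · Compound dosing – one concentration, 3.6 µM, in 0.4% DMSO · Schedule – compound incubation 1 h at room temperature, readout 45 min post-stimulation · Technique – fluorescence, membrane potential probe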
NPY-Y2 PAM-ag: potentiates or activates human NPY-Y2 receptor; P49146; cells expressing NPY-Y2, potentiator/agonist read-out; activation, % at 3.6 µM; 220,000 tested, 0.45% active; in the data active = activation above about 27%;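 also: cells stimulated with NPY near EC25 plus isoproterenol at EC100; 0% = vehicle plus submaximal agonist and 100% = vehicle plus saturating agonist; some results beyond the cut were filed as inactive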
p97 inhibitor: human p97 ATPase inhibition. inhibition, % at 8 µM. 220,000 tested, 0.42% active. recombinant p97 ATPase, Kinase-Glo ATP luminescence, 3 h. P55072; in the data active = inhibition above about 15%;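 also: 0% = DMSO vehicle and 100% = wells lacking enzyme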
Hck Nef HTS: blocks Nef-activated human Hck kinase; P08631; Recombinant Hck-YEEI plus Nef, Z-Lyte FRET kinase assay; inhibition, % at 20 µM; 220,000 tested, 0.68% active;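 active = Hck-Nef kinase inhibition above about 50%, limit read from the data; inactive = inhibition below that limit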;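 also: 0% = DMSO with Hck plus Nef and 100% = Hck alone without Nef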
Active calls of the source: *; x = not tested or not shown.

SMILES	NPY1 pot ag	RBBP9 inhibitor	Mdm2 ligase inh	Runt-SMMHC FRET	Runt-CBFb FRET	NPY Y1 blocker	NPY-Y2 PAM-ag	p97 inhibitor	Hck Nef HTS
CC(=O)Nc1cc(-c2ccccc2)nn1Cc1ccc(Cl)cc1	-1	-10	6	2	x	-1	7	-2	0
CCOc1cc(CO)cc(Br)c1OCC(=O)O	-6	-2	x	x	x	2	-2	-1	9
O=c1c(Cc2c(F)cccc2Cl)c(O)ccn1Cc1ccc2c(c1)OCO2	5	-9	-6	-4	0	1	8	0	-3
Cc1ccccc1NC(=O)C[n+]1cc(-c2ccccc2)n2c1CCC2	7	-12	-44	2	0	x	-7	7	15
CCn1cc(CCC(=O)O)c(C)n1	11	-14	-13	-5	-1	-1	7	4	13
N[C@@]12CCc3nonc3[C@]1(O)CC(c1ccccc1)=[N+]2[O-]	1	-14	-4	2	-3	-2	16	4	-2
O=C(NCc1ccco1)C(c1ccc(F)cc1)N(CC1CCCO1)C(=O)Cn1nnc2ccccc21 (configuration not stated)	11	-5	3	-1	0	11	21	5	3
Cc1ccc(NC(=O)CN(C)C(=O)CN2C(=O)NC(C)(c3ccccc3)C2=O)cc1 (configuration not stated)	-2	-3	-39	0	1	1	8	-3	3
COC(=O)c1ccc(CSc2nnc3sc4ccccc4n23)o1	14	-10	-13	-3	-2	0	9	1	0
FC(F)Oc1cccc(NC(=S)N2CCN(c3ccccn3)CC2)c1	0	0	1	2	0	-1	-1	3	-77
Cn1c(N/N=C/c2ccccc2)nc2sc3c(c2c1=O)CCC3	-7	-6	-31	1	-2	-3	-4	4	0
O=C(COC(=O)c1ccc([N+](=O)[O-])s1)Nc1cccc(S(=O)(=O)NC2=NCCCCC2)c1	16	3	-6	-4	2	x	18	5	-13
COCc1c(C(=O)N/N=C/c2cccc3ccccc23)nnn1-c1nonc1N	-5	-8	-8	-15	-3	0	-5	0	3
CC(C)CC(c1nnnn1C(C)C)N1CCN(c2cccc(Cl)c2)CC1 (configuration not stated)	-2	0	13	-9	0	37*	-36	-6	2
COc1ccc(N(Cc2ccccc2)C(=O)CSc2nnc(Cn3nnc4ccccc43)o2)cc1	-5	-9	-12	-4	-1	0	2	-1	-22
C/C=C/c1ccc(OCCCCN2CCN(CC)CC2)c(OC)c1	-5	-2	5	0	-2	-1	-15	0	16
O=C(CCC1CCCN(C(=O)COc2ccccc2)C1)N1CCN(c2ccccn2)CC1 (configuration not stated)	-5	-6	2	1	0	2	-3	-2	16
CC(=Nc1cccc(C)c1)c1sc2ccccc2c1O	4	-6	-4	68*	33	6	-14	0	-2
Cc1ccc(S(=O)(=O)C2C(=O)NC3(C)CC2c2ccccc2O3)cc1 (configuration not stated)	-2	-6	-4	-6	2	2	4	3	4
Cc1nn(-c2ccc(C(=O)Nc3nnc(C4CC4)s3)cc2)c(C)c1Cl	-5	3	-18	3	-1	3	0	1	2
Cc1cc(S(=O)(=O)NC(C)C)ccc1OCC(=O)NCc1ccccc1	3	2	-2	0	0	0	-12	-3	24
Cc1nc2ccc(S(=O)(=O)NCC(=O)N3CCC(N4CCCCC4)CC3)cc2s1	30	-2	-7	5	0	3	-7	6	2
O=C(NCc1ccco1)c1cnn2c1NC(c1ccc(Br)cc1)CC2C(F)(F)F (configuration not stated)	6	-6	-8	7	0	-3	-1	-1	1
O=C(CSc1nc2ccccc2s1)Nc1ccc2c(c1)OCO2	-18	-13	-8	0	0	4	-11	-4	0
C=CCN(CC=C)S(=O)(=O)c1ncn[nH]1	-22	-9	-9	0	-1	-2	3	5	-2
CC1(c2nnc(-c3ccncc3)o2)CC(c2ccc([N+](=O)[O-])cc2)=NO1 (configuration not stated)	x	x	-4	2	1	x	x	x	27
O=C(O)c1ccc(N2CC3CC(C2)c2cccc(=O)n2C3)c(NC(=S)Nc2ccc(Br)cc2)c1 (configuration not stated)	16	-4	-26	-5	6	-6	-4	2	45
O=C(CSC(=S)N1CCOCC1)Nc1nc(-c2ccccc2)c(-c2ccccc2)o1	-15	-2	-12	-10	3	-2	-14	-3	-1
Cc1ccc(NC(=O)CCC(=O)OCC(=O)c2ccc(-c3ccccc3)cc2)cc1	-15	-8	-8	-2	x	-1	10	6	10
COC(=O)c1sc(S(=O)(=O)NCC(=O)O)c(C(=O)OC)c1C	17	-5	-12	-1	0	6	0	5	24
O=C(O)c1[nH]c2ccccc2c1C=NCc1ccccc1Cl	4	2	9	0	0	4	-3	3	22
CN(C)c1ccc(-n2cccc2/C=C2/SC(=Nc3ccc(F)cc3)NC2=O)cc1	-2	2	-20	-45	-4	0	-3	1	0
CC1CCN(S(=O)(=O)c2ccc3c(c2)c(=O)c(C(=O)N2CCCCC2)cn3C)CC1	7	-3	-13	-6	0	8	-6	1	-1
Cc1cc(C)cc(N(CCC(=O)O)S(=O)(=O)c2ccc3ccccc3c2)c1	-2	-8	-2	0	-4	2	-4	-2	3
O=C(CS(=O)(=O)c1c[nH]c2ccccc12)Nc1ccc2c(c1)OCCO2	8	-3	-9	-1	0	1	5	2	1
Cn1c2ccccc2c2nnc(SC3CCOC3=O)nc21 (configuration not stated)	1	-7	-14	1	1	-5	10	4	-1
CCOCCCNC(=O)c1ccc2c(c1)ncn2C1CCCC1	-5	-5	-9	1	0	0	8	11	1
CC(C)CNC(=O)c1c(F)c(F)c(F)c(F)c1F	15	-4	7	2	1	-8	-6	3	15
CCc1ccccc1NC(=O)c1ccc(NCCc2ccccc2)c([N+](=O)[O-])c1	-21	0	-11	-4	0	6	3	5	3
O=S(=O)(N/N=C\c1cccn1-c1ccccc1)c1ccc2ccccc2c1	-50	-8	-10	-4	0	10	-40	-5	0
COc1ccc(C(=O)C2CCCN(Cc3cccn3-c3cccnc3)C2)cc1OC (configuration not stated)	-12	-9	0	1	4	-6	4	2	-4
CCOc1ccc(NC(=O)COc2nsnc2N2CCOCC2)cc1	-11	-11	-7	0	-1	-1	3	-3	1
O=C(CSc1nnnn1Cc1ccccc1)Nc1ccccc1	-6	-3	x	-2	-1	x	-7	2	26
COc1cc(C(=O)Nc2cc(C)ccn2)cc(OC)c1OC	17	-9	0	2	0	6	-1	1	0
O=C(c1cccc(-c2ccc(O)cc2)c1)N1CCN(c2ccc(F)cc2)CC1	27	11	-8	-1	-3	-4	11	3	-14
COc1ccc(NC(=O)CSc2ccccn2)cc1OC	4	-6	-21	-2	-1	-2	-3	3	-1
COc1ccc(C(=O)NNC(=O)Nc2ccc(Cl)cc2)cc1	-5	2	-2	-3	1	9	11	3	9
COc1ccc(C/C(N)=N/OC(=O)Cc2ccccc2)cc1OC	10	-3	-25	-4	-1	3	6	6	2
CCC(=O)Nc1ccc(-c2nn3c(C)nnc3s2)cc1	-27	-1	x	x	x	2	-17	-4	0
Cc1cc(C(F)(F)F)n2nc(-c3cccs3)cc2n1	2	2	-10	-3	1	x	6	0	-2
Cc1ccc(Cn2c(SCC(C)C)nc3c2c(=O)n(C)c(=O)n3C)cc1	13	-2	-8	5	-5	6	-3	1	0
O=C(N/C(=C\c1ccco1)C(=O)N1CCCC1)c1cccs1	2	-8	3	-4	2	-1	1	0	0
Cc1ccc(C(=O)NCC(=O)OCC(=O)Nc2ccc(Cl)cc2C(F)(F)F)cc1C	9	-10	-5	2	-5	-9	-11	3	7
CCC(=O)Nc1cc2nn(-c3ccc(OC)cc3)nc2cc1C	5	-3	-9	-1	2	5	-7	-1	2
CCCN=C(C)c1c(-c2ccccc2)[nH]n(-c2nc3ccccc3s2)c1=O	-9	0	-6	0	2	-3	4	2	1
COc1cccc2cc(C(C)N(CCCN3CCOCC3)C(=S)Nc3ccc(C)c(C)c3)oc12 (configuration not stated)	-11	-6	-13	1	-2	11	-6	-3	-11
COc1ccccc1-c1cc2ccccc2[nH]1	-7	-6	-4	-2	-3	2	6	0	0
O=C(Nc1ccc(C(=O)N2CCOCC2)cc1)Nc1cccc(Cl)c1	-16	-5	-5	1	2	-7	18	-1	4
COC(=O)c1cc(NC(=O)c2ccccc2)c(=O)oc1/C=C/Nc1ccc(Oc2ccccc2)cc1	-2	-7	-15	-205	-56	2	-11	-1	4
Cc1ccc(-n2c(C)nnc2SCC(=O)Nc2ccccc2)cc1	-12	1	4	-2	1	-3	8	1	8

Part of the list above in a different format:
The line under a structure holds: NPY1 pot ag, RBBP9 inhibitor, Mdm2 ligase inh, Runt-SMMHC FRET, Runt-CBFb FRET, NPY Y1 blocker, NPY-Y2 PAM-ag, p97 inhibitor, Hck Nef HTS
> CCCN=C(C)c1c(-c2ccccc2)[nH]n(-c2nc3ccccc3s2)c1=O
  -9, 0, -6, 0, 2, -3, 4, 2, 1
> COc1cccc2cc(C(C)N(CCCN3CCOCC3)C(=S)Nc3ccc(C)c(C)c3)oc12 (configuration not stated)
  -11, -6, -13, 1, -2, 11, -6, -3, -11

The list goes on.
SMILES	NPY1 pot ag	RBBP9 inhibitor	Mdm2 ligase inh	Runt-SMMHC FRET	Runt-CBFb FRET	NPY Y1 blocker	NPY-Y2 PAM-ag	p97 inhibitor	Hck Nef HTS
O=C(CSCc1nc2ccccc2[nH]1)Nc1ccc(Oc2ccccc2)cc1	-42	-2	-6	-2	-1	-1	0	4	1
CCCNC(=O)N1CCN(c2nc(C(C)C)c3c(c2C#N)CC(C)(C)OC3)CC1	9	-8	1	-4	-3	-3	-6	-9	1
CN(Cc1ccccc1)C(=O)C1CCCN(Cc2ccc(Cl)cc2)C1 (configuration not stated)	13	0	-11	3	-1	6	-5	0	2
COc1ccc(N2CCN(C(=O)c3cc(N4C(=O)C5C6CCC(C6)C5C4=O)ccc3Cl)CC2)cc1 (configuration not stated)	5	-1	-4	-6	0	-2	12	3	4
Cc1c(NC2(c3nnnn3-c3ccc(Br)cc3)CCCCC2)c(=O)n(-c2ccccc2)n1C	13	-6	-48	-2	0	6	-25	1	-22
CCCc1ccc(OCc2ccc(C(=O)Nc3cccc(C)n3)o2)c(OC)c1	-5	-5	-88	-1	-7	-4	-19	-4	-16
CN(CC(=O)Nc1ccccc1N1CCOCC1)CC(=O)Nc1ccc(F)c(F)c1F	-15	-6	-11	-5	-1	-5	7	8	16
COC(=O)CSc1nc2cc(C)ccc2cc1C#N	12	-5	-16	-14	-4	1	-3	-4	0
COc1ccc(CNC(=O)c2cc(C)nc3ccccc23)cc1OC	-2	3	-9	0	0	-1	2	3	18

High-throughput results: PubChem, several laboratories

Outcome played no part in choosing rows; 3.5% or so of the library scored in one or more.
